High-throughput results deposited in PubChem by National Center for Advancing Translational Sciences (NCATS).
D1 PAM = Potentiators of Human D1 Dopamine Receptor: qHTS; potentiation, % at 10 µM; HEK293 TREx D1 cells, calcium flux, dopamine EC20 potentiation; D(1A) dopamine receptor (Homo sapiens), P21728; actives 0.036% (n = 360,000); in the data active = potentiation above about 30%; also: 0% is about no effect
D1 antag = Antagonist of Human D 1 Dopamine Receptor: qHTS; D(1A) dopamine receptor (Homo sapiens), P21728; HEK293 TREx D1 cells, calcium flux, dopamine EC80; active compounds read low; activity change, negative = inhibition, % at 10 µM; actives 3.2% (n = 360,000); AID 504652, 2011; in the data active = activity change below about -30%; also: % is scaled to controls: 0 for no effect and ±100 for the full control effect
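Tetracycline-induced HEK293 T-REx cells with force-coupled D1 receptor were loaded with a no-wash calcium dye. Compound was added after a 10 s baseline and read kinetically for 180 s; EC80 dopamine was then added and calcium flux followed another 180 s.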
D2 potentiator = HTS Assay for Positive Allosteric Modulators of the Human D2 Dopamine Receptor: Primary Screen for Potentiators; D(2) dopamine receptor (Homo sapiens), P14416; HEK293 T-REx D2, calcium flux, EC20 dopamine potentiation; potentiation, % at 10 µM; actives 0.34% (n = 340,000); AID 485347, 2010;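 active = potentiation over 3 SD above the plate norm, cut at about 30% in these data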; also: 0% is about no effect
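Potentiation of an EC20 dopamine calcium response measured kinetically over 180 s, after a preceding 180 s compound-only read flagging agonists. Cells: inducible Hek293 Trex D2 line, 4000/well, cultured overnight at 30 C before dye loading.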
RXFP1 agonist = qHTS Assay for Agonists of the Relaxin Receptor RXFP1; Relaxin receptor 1 (Homo sapiens), Q9HBX9; HEK293T-RXFP1 cAMP TR-FRET, 30 min; response scale: percent of porcine relaxin response, buffer zero; Potency, µM (doses to about 57.5 µM), without a hit: at the top dose activation, hits mostly activators; actives 0.3% (n = 370,000); AID 2676, 2010; also: potency is read from the fitted curve at half-maximal effect; % is scaled to controls: 0 for no effect and ±100 for the full control effect; nearly all actives have a fitted effect of over 60% in size; many of its hits are not listed in these tables
Target sequence (Q9HBX9 whole entry, looked up): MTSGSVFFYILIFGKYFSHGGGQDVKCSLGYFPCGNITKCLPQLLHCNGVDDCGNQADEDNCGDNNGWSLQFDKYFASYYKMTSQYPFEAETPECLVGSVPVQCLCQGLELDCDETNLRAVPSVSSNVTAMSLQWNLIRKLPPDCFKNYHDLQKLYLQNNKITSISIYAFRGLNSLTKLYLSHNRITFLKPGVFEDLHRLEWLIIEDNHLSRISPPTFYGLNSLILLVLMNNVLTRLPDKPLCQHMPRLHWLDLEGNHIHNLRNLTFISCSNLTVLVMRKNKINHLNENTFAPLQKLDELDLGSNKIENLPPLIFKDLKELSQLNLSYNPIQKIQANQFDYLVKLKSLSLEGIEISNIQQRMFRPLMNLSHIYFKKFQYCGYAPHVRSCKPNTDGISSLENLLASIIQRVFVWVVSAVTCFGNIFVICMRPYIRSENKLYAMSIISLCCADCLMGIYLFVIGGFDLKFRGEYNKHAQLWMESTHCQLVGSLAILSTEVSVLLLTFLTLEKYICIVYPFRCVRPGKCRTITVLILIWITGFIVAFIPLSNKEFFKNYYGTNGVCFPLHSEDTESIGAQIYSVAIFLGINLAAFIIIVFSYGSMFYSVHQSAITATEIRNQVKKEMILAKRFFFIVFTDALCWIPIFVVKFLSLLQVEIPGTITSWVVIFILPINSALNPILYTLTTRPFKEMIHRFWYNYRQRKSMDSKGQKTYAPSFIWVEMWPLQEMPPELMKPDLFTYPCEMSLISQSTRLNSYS
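cAMP rise read by TR-FRET after 30 min, 37C compound exposure (up to 58 uM) in RXFP1-transfected HEK293 cells with Ro 20174 present. EC50 from Hill-equation fits, with 29 nM porcine relaxin as 100% and buffer as basal.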
D1 agonist = Allosteric Agonists of the Human D1 Dopamine Receptor: qHTS. D(1A) dopamine receptor (Homo sapiens), P21728. HEK293 T-REx D1 cells, calcium flux, agonist mode. activation, % at 2 µM. actives 1% (n = 360,000). AID 504660, 2011; in the data active = activation above about 30%; also: 0% is about no effect
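Agonism was scored from calcium flux recorded over 180 s (1 read/s) after pintool compound addition, following a 10-cycle baseline. Cells were inducible force-coupled HEK293 TREx D1, plated overnight at 30 C and loaded with no-wash calcium dye.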
Vif-A3G inh = qHTS for Inhibitors of Vif-A3G Interactions: qHTS. AID 602310, 2012. DNA dC->dU-editing enzyme APOBEC-3G (Homo sapiens), Q9HC16. actives 0.076% (n = 410,000). HeLa A3G-eYFP + Vif (tagged APOBEC3G with the HIV-1 protein that degrades it), YFP fluorescence, overnight. Potency, µM (series often up to 46.1 µM), for inactives: at the top dose activity, negative = active, hits mostly inhibitors;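 also: potency is read from the fitted curve at half-maximal effect; % is scaled to controls: 0 for no effect and ±100 for the full control effect; nearly all actives have a fitted effect of over 60% in size; hits raise eYFP signal because A3G escapes Vif-driven loss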
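Read-out is eYFP fluorescence (Ex 488/Em 500-530) from Vif-expressing HeLa A3G-eYFP cells; more signal means A3G escaped Vif-mediated degradation. Cells plated overnight, compound pinned in, incubated overnight at 37 deg C.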
GRP78 ERSR act = qHTS for Inducers of the Endoplasmic Reticulum Stress Response (ERSR) in Human Glioma: qHTS. U87-MG GRP78 promoter luciferase reporter, 16 h. Potency, µM, for inactives: at the top dose activation, hits mostly activators. actives 0.02% (n = 420,000); also: potency is read from the fitted curve at half-maximal effect; series mostly up to about 76 µM; % of control where 0% means no effect; nearly all actives have a fitted effect of over 35% in size
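ERSR induction read as luciferase luminescence (Bright-Glo, 10 min at room temperature) in stably transfected human U87-MG glioma cells exposed to compounds for 16 h, using GRP78 as sensor.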
Vif-APOBEC3F blk = qHTS for Inhibitors of Vif-A3F Interactions: qHTS; HeLa A3F-eYFP + Vif (tagged APOBEC3F with the HIV-1 protein that degrades it), YFP fluorescence increase; Potency, µM (top dose mostly 46.1 µM), for the others: at the top dose activity, negative = active; actives 0.2% (n = 390,000); also: potency is read from the fitted curve at half-maximal effect; % of control where 0% means no effect; nearly all actives have a fitted effect of over 65% in size
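HeLa cells stably expressing Vif plus C-terminally eYFP-tagged A3F were seeded, incubated overnight at 37 deg C, dosed with compound, incubated overnight again at 37 deg C. Yellow fluorescence (Ex 488/Em 500-530) reported blocked Vif-mediated A3F-eYFP degradation.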
LDHA block = qHTS assay for inhibitors of human lactate dehydrogenase; activity change, % (values are at about 110 or 230 µM); purified LDHA, NADH/diaphorase-resazurin fluorescence; active compounds read low; actives 0.15% (n = 480,000); L-lactate dehydrogenase A chain (Homo sapiens), P00338; in the data active = activity change below about -30%; inconclusive = mostly about -25% to -30%;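 also: plate controls were DMSO wells for no effect and wells without enzyme for full effect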
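Resorufin fluorescence (ex540/em590), read at 0 and 20 min after diaphorase/resazurin addition, reports the NADH left after a 5 min room-temperature reaction of 2 nM human LDH5 with 0.06 mM NADH and 0.2 mM pyruvate.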
Starred values were filed as active, the others as inactive; & = joins results of further samples. Unless noted, calls follow the shape of the dose curve; as a rule, active = well fitted curve in the direction sought with a large enough effect; inconclusive = small, poorly fitted or top-dose-only effect, or another doubt; inactive = no such curve, though single readings can be large; an effect the other way counts as inactive or inconclusive. This is a subset (hit frequency here may not be typical).

Results for CNc1nc(C)nc(-n2nc(C)cc2C)n1 ?
D1 PAM: 6.6; D1 antag: 1.0; D2 potentiator: -4.4; RXFP1 agonist: 2.1%; D1 agonist: 1.3; Vif-A3G inh: 1.6%; GRP78 ERSR act: 2.3%; Vif-APOBEC3F blk: 2.0%; LDHA block: -6.1

What do the screens show for `O=S(=O)(NCc1c(Cl)cccc1Oc1ccccc1)c1ccc(F)cc1`?
D1 PAM: -4.2; D1 antag: -34.1*; D2 potentiator: -4.3; RXFP1 agonist: -1.3%; D1 agonist: 28.6; Vif-A3G inh: 2.0%; GRP78 ERSR act: -4.2%; Vif-APOBEC3F blk: -17.4%; LDHA block: 1.2

How did O=C(c1ccc(-c2cccc(C(F)(F)F)c2)o1)N1CCCC(C(F)(F)F)C1 (stereo not given) do in these assays?
D1 PAM: -1.2; D1 antag: 7.0; D2 potentiator: -8.6; RXFP1 agonist: 2.5%; D1 agonist: 8.0; Vif-A3G inh: -1.6%; GRP78 ERSR act: 1.2%; Vif-APOBEC3F blk: 0.4%; LDHA block: 3.9

How did CCC(C)[C@H]1COCCS(=O)(=O)N1Cc1ccc(C)cc1 (stereo not given in full) do in these assays?
D1 PAM: 3.9; D1 antag: -15.6; D2 potentiator: 4.7; RXFP1 agonist: 1.1%; D1 agonist: 0.5; Vif-A3G inh: -7.6%&-0.8%; GRP78 ERSR act: -3.0%&-4.7%; Vif-APOBEC3F blk: 2.2%; LDHA block: 0.7

What do the screens show for `CCc1ccc(NC(=O)C2CCN(S(=O)(=O)c3cnc[nH]3)CC2)cc1`?
D1 PAM: -7.0; D1 antag: -20.8; D2 potentiator: 3.6; RXFP1 agonist: -1.7%; D1 agonist: 0.7; Vif-A3G inh: -1.1%; GRP78 ERSR act: -1.5%; Vif-APOBEC3F blk: -10.6%; LDHA block: -6.2

What do the screens show for `CC(=O)CCC(=O)N1CCCC(N2CCN(c3cccc(Cl)c3)CC2)C1` (stereo not given)?
D1 PAM: -3.4; D1 antag: 6.4; D2 potentiator: 1.1; RXFP1 agonist: 2.0%; D1 agonist: 0.6; Vif-A3G inh: -0.1%; GRP78 ERSR act: -2.7%; Vif-APOBEC3F blk: 12.8%; LDHA block: -8.2

What do the screens show for `O=C1c2ccccc2C(=O)C1C(=O)C1CC1`?
Vif-A3G inh: -5.4%; GRP78 ERSR act: -0.1%; Vif-APOBEC3F blk: 2.7%; LDHA block: -4.2

What do the screens show for `COc1ccc(/C=C2\SC(N)=NC2=O)cc1Br`?
D1 PAM: -4.5; D1 antag: -17.4; D2 potentiator: -1.8; RXFP1 agonist: -0.5%; D1 agonist: -0.2; Vif-A3G inh: 0.5%; GRP78 ERSR act: 3.5%; Vif-APOBEC3F blk: 4.9%; LDHA block: 0.8

How did Cc1ccc(S(=O)(=O)C(CNC(=O)C(=O)NCCc2ccc(Cl)cc2)c2ccco2)cc1 (stereo not given) do in these assays?
D1 PAM: -0.6; D2 potentiator: 3.0; RXFP1 agonist: 2.0%; D1 agonist: 7.3; Vif-A3G inh: 1.3%; GRP78 ERSR act: -1.3%; Vif-APOBEC3F blk: -2.3%; LDHA block: -5.6

How did Cc1nc(N2CCC(C)CC2)c2nnn(Cc3ccccc3)c2n1 do in these assays?
D1 PAM: -1.6; D1 antag: -1.1; D2 potentiator: 33.9*; RXFP1 agonist: 0.0%; D1 agonist: 0.3; Vif-A3G inh: -4.3%; GRP78 ERSR act: -5.1%; Vif-APOBEC3F blk: 1.2%; LDHA block: -1.8

What do the screens show for `COc1ccc(-c2cc(N)n(S(=O)(=O)c3ccc(F)cc3)n2)cc1OC`?
D1 PAM: -1.1; D1 antag: -17.0; D2 potentiator: 5.4; RXFP1 agonist: -1.5%; D1 agonist: 7.4; Vif-A3G inh: -0.3%; GRP78 ERSR act: -4.8%; Vif-APOBEC3F blk: -1.1%; LDHA block: -0.3

How did CCOC(=O)c1n[nH]c2ccccc12 do in these assays?
D1 PAM: -6.2; D1 antag: -2.0; D2 potentiator: -6.2; RXFP1 agonist: 0.5%; D1 agonist: 0.4; Vif-A3G inh: -4.0%; GRP78 ERSR act: 0.4%; Vif-APOBEC3F blk: 6.1%; LDHA block: -11.7

What do the screens show for `Nc1c(C(=O)Nc2ccc(OC(F)(F)F)cc2)nnn1Cc1ccccc1`?
D1 PAM: -0.2; D1 antag: 24.0; D2 potentiator: -0.5; RXFP1 agonist: 1.9%; D1 agonist: 0.3; Vif-A3G inh: 0.1%; GRP78 ERSR act: -1.5%; Vif-APOBEC3F blk: -3.1%; LDHA block: -0.1

How did O=c1onc(-c2ccccc2)c2ccccc12 do in these assays?
Vif-A3G inh: 0.8%; GRP78 ERSR act: -2.6%; Vif-APOBEC3F blk: -28.9%; LDHA block: -8.0

Results for Cc1c(-c2ccccc2)sc(N)c1C(=O)N1CCOCC1 ?
D1 PAM: -2.8; D1 antag: -1.3; D2 potentiator: 1.3; RXFP1 agonist: 22.9%; D1 agonist: 1.3; Vif-A3G inh: 3.0%; GRP78 ERSR act: -3.3%; Vif-APOBEC3F blk: 1.0%; LDHA block: 6.2

Results for COc1ccc(CC2S/C(=N/N=C/c3ccc(O)cc3)NC2=O)cc1 (stereo not given) ?
D1 PAM: -5.5; D1 antag: 9.3; D2 potentiator: 3.4; RXFP1 agonist: -1.6%; D1 agonist: -0.4; Vif-A3G inh: -0.7%; GRP78 ERSR act: 0.0%; Vif-APOBEC3F blk: 3.5%; LDHA block: -9.3

Results for O=C(Nc1cc2ccccc2oc1=O)c1ccccc1 ?
D1 PAM: 4.2; D1 antag: -12.8; D2 potentiator: -4.9; RXFP1 agonist: 1.8%; D1 agonist: 1.6; Vif-A3G inh: -6.5%; GRP78 ERSR act: -10.1%; Vif-APOBEC3F blk: -4.6%; LDHA block: -1.9

Results for S=c1[nH]nc(NCCc2ccccc2)s1 ?
D1 PAM: 0.2; D1 antag: 0.6; D2 potentiator: 8.5; RXFP1 agonist: -0.6%; D1 agonist: 2.2; Vif-A3G inh: -3.4%; GRP78 ERSR act: -1.3%; Vif-APOBEC3F blk: -15.2%; LDHA block: -2.2

How did COc1ccc(NC(=O)Nc2ccc3[nH]ccc3c2)cc1 do in these assays?
Vif-A3G inh: -5.6%; GRP78 ERSR act: -0.8%; Vif-APOBEC3F blk: 7.3%; LDHA block: -6.8

Results for CCN(CC)S(=O)(=O)c1ccc(Oc2ccccc2OC)cc1 ?
D1 PAM: -2.6; D1 antag: -15.0; D2 potentiator: 7.4; RXFP1 agonist: 0.6%; D1 agonist: 8.1; Vif-A3G inh: 3.2%; GRP78 ERSR act: 1.5%; Vif-APOBEC3F blk: 1.4%; LDHA block: -1.8

What do the screens show for `COc1cc(S(=O)(=O)N2CCOCC2)ccc1NC(=O)CN1c2cccc3cccc(c23)S1(=O)=O`?
D1 PAM: 0.0; D1 antag: -1.7; D2 potentiator: -4.8; RXFP1 agonist: 3.9%; D1 agonist: 4.5; Vif-A3G inh: 2.5%; GRP78 ERSR act: -4.4%; Vif-APOBEC3F blk: 16.3%; LDHA block: -5.0

What do the screens show for `COc1ccc(OC)c(NC(=O)CCNC(=O)N2CC(=O)Nc3ccccc32)c1`?
Vif-A3G inh: -9.6%; GRP78 ERSR act: -3.8%; Vif-APOBEC3F blk: -3.6%; LDHA block: 2.7

Results for O=C(Cn1ncc2c3ccccc3n(Cc3ccc(Cl)cc3)c2c1=O)NCc1ccccn1 ?
D1 PAM: -2.1; D1 antag: 3.4; D2 potentiator: 9.0; RXFP1 agonist: 0.8%; D1 agonist: 2.6; Vif-A3G inh: -2.8%; GRP78 ERSR act: -2.5%; Vif-APOBEC3F blk: inconclusive; LDHA block: -4.6

How did O=C(Nc1ccccc1F)c1cc(C(=O)Nc2ccccc2F)cc([N+](=O)[O-])c1 do in these assays?
D1 PAM: 2.0; D1 antag: -4.9; D2 potentiator: 19.2; RXFP1 agonist: 2.2%; D1 agonist: 3.3; Vif-A3G inh: 1.3%; GRP78 ERSR act: -1.5%; Vif-APOBEC3F blk: 5.4%; LDHA block: -12.1

What do the screens show for `COc1cc(NC(=O)CCN2CCN(c3ccccc3OC)CC2)cc(OC)c1`?
Vif-A3G inh: -6.0%; GRP78 ERSR act: 0.6%; Vif-APOBEC3F blk: -0.4%; LDHA block: -0.8

How did CC(=O)/C=C(\C)Nc1c(C)n(C)n(-c2ccccc2)c1=O do in these assays?
D1 PAM: -4.0; D1 antag: -6.7; D2 potentiator: -8.9; RXFP1 agonist: 0.8%; D1 agonist: 1.6; Vif-A3G inh: 1.7%; GRP78 ERSR act: -4.0%; Vif-APOBEC3F blk: 15.4%; LDHA block: -6.7

Results for CSc1ccc(C2CC(=O)Oc3c2c(=O)n(C)c2ccccc32)cc1 (stereo not given) ?
D1 PAM: -3.5; D1 antag: -8.1; D2 potentiator: -8.7; RXFP1 agonist: 13.2%; D1 agonist: -1.0; Vif-A3G inh: -26.4%; GRP78 ERSR act: -3.2%; Vif-APOBEC3F blk: -7.5%; LDHA block: 2.6

Results for COC(=O)CCCCCCCCCCN1CCCCC1 ?
D1 PAM: -0.1; D1 antag: -0.5; D2 potentiator: -2.1; RXFP1 agonist: -2.7%; D1 agonist: 10.5; Vif-A3G inh: -3.6%; GRP78 ERSR act: -4.4%; Vif-APOBEC3F blk: -6.1%; LDHA block: 1.9
